Compound activity: PubChem, National Center for Advancing Translational Sciences (NCATS)
D1 antagonist = antagonists of human D1 dopamine receptor; HEK293 TREx D1 cells, calcium flux, dopamine EC80; hits give low values; activity change, negative = inhibition, % at 10 µM; 360,000 compounds, 3.2% hits; in the data active = activity change below about -30%; note: % is set by controls: 0 for no effect and ±100 for the full control effect
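Compound effects on dopamine-evoked calcium signalling were measured in tetracycline-induced HEK293 Trex D1 cells. Dopamine at EC80 followed a 180 s compound pre-read, and fluorescence was tracked kinetically for 180 s more.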
TRHR agonist = activates the human TRH receptor; TRHR cells, calcium flux fluo-8, FDSS agonist mode; 360,000 compounds, 0.18% hits; activation, % at 2 µM; P34981; note: 0% is about no effect
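Read-out: compound-evoked intracellular calcium rise in TRHR cells, fluo-8 dye, kinetic FDSS fluorescence at 1 s/cycle following a 10-cycle baseline. Cells cultured overnight before dye loading (30 min–1.5 h, RT).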
D1 PAM = human D1 dopamine receptor positive modulation; P21728; HEK293 TREx D1 cells, calcium flux, dopamine EC20 potentiation; potentiation, % at 10 µM; 360,000 compounds, 0.036% hits; AID 504651; in the data active = potentiation above about 30%; note: 0% is about no effect
D2 antagonist = antagonizes the human D2 dopamine receptor | P14416 | HEK293 TREx D2 cells, calcium flux, dopamine EC80 | inhibition, % at 10 µM | 340,000 compounds, 2% hits; in the data active = inhibition above about 30%; note: 0% is about no effect
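Compounds are added to dye-loaded, induced HEK293 T-REx cells coupled to calcium release via D2; after a 3 min kinetic read an EC80 dopamine stimulus is given and fluorescence is recorded for 3 more min.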
D1 ag = agonists of human D1 dopamine receptor | HEK293 T-REx D1 cells, calcium flux, agonist mode | activation, % at 2 µM | 360,000 compounds, 1% hits; note: 0% is about no effect
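Inducible HEK293 T-REx D1 cells, force-coupled to calcium signalling, were plated at 4000 cells/well with tetracycline and held overnight at 30 C. After no-wash calcium dye loading, compound-evoked calcium rise over 180 s flagged agonists.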
RXFP1 antagonist = antagonists of human relaxin receptor RXFP1; 350,000 compounds, 0.59% hits; activity change, negative = inhibition, % at 57.5 µM; AID 1259400; Q9HBX9; HEK293-RXFP1, relaxin-stimulated cAMP HTRF, 30 min; hits give low values;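 active = activity change of -60% or lower, but not beyond a set lower limit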; note: % is set by controls: 0 for no effect and ±100 for the full control effect
Target sequence (Q9HBX9 whole entry, looked up): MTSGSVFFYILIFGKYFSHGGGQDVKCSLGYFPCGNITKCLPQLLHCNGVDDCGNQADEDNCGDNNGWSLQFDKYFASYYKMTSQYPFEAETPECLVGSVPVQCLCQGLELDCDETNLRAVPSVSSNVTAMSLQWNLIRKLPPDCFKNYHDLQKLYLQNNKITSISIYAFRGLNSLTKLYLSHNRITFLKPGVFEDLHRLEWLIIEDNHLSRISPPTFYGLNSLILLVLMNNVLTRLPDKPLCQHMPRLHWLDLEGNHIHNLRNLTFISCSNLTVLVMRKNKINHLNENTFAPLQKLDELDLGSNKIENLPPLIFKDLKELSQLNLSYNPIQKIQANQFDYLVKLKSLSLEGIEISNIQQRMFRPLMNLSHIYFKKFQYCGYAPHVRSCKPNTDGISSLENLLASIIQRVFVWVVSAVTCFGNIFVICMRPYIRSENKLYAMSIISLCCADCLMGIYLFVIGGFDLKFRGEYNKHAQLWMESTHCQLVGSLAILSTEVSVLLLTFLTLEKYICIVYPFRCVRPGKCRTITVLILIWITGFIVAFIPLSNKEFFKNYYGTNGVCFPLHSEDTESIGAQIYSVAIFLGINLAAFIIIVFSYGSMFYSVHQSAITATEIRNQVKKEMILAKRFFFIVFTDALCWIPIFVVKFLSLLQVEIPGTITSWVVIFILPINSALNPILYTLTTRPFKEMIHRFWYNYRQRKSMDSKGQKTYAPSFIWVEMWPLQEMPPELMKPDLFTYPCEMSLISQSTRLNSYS
TRHR PAM = allosteric enhancers of human TRH receptor | TRHR cells, fluo-8 calcium fluorescence, EC20 TRH enhancement | enhancement, % at 2 µM | AID 493056 | 360,000 compounds, 0.66% hits | P34981; in the data active = enhancement above about 30%; note: 0% is about no effect
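TRHR-expressing cells loaded with fluo-8 calcium dye were read kinetically (ex 480/em 530) during compound addition, then stimulated with an EC20 of TRH (10 nM final). Enhancement of the Gq-mediated intracellular calcium response was scored.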
D2 potentiator = positively modulates the human D2 dopamine receptor allosterically. P14416. HEK293 T-REx D2, calcium flux, EC20 dopamine potentiation. potentiation, % at 10 µM. 340,000 compounds, 0.34% hits. AID 485347;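 active = potentiation over 3 SD above the plate norm, cut at about 30% in these data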; note: 0% is about no effect
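Tetracycline-induced Hek293 Trex D2 cells, force-coupled to calcium, loaded with no-wash calcium dye. Compound added with 180 s kinetic read for agonism, then EC20 dopamine and a further 180 s read for potentiation.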
D2 agonist = activates the human D2 dopamine receptor. activation, % at 2 µM. 340,000 compounds, 0.53% hits. P14416. AID 485358. HEK293 T-REx D2 cells, calcium flux agonist mode;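 active = activation over 3 SD above normal in the single-dose calcium agonist read, cut at about 30% in these data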; note: 0% is about no effect
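Tetracycline-induced HEK293 T-REx cells with force-coupled D2 receptor, plated overnight at 30 C, loaded with no-wash calcium dye. After a 10 s baseline, compound was pin-added and calcium flux read kinetically for 180 s; calcium rises flagged agonists.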
Starred values were filed as active, the others as inactive; nt = no result given. Cut-off read from the data, not from the text of the source, unless noted: active = activation above about 30%; inactive = the rest.

The opening 10 entries, to show the layout:
SMILES | D1 antagonist | TRHR agonist | D1 PAM | D2 antagonist | D1 ag | RXFP1 antagonist | TRHR PAM | D2 potentiator | D2 agonist
CC1Cc2ccccc2N1C(=O)CN(C)S(=O)(=O)c1cccc2cccnc12 (stereo unspecified) | 16 | 0.3 | nt | -6 | 0 | nt | -1 | -1 | -2.1
Cc1nc2sccn2c(=O)c1S(=O)(=O)NCCc1ccc(Cl)cc1 | 0 | 0.0 | -1 | -74 | 3 | 8 | 1 | 13 | 0.7
COCCCNC(=S)Nc1cc2oc3ccccc3c2cc1OC | -14 | -0.3 | -1 | 1 | 5 | 1 | -1 | -1 | 5.9
CCOC(=O)c1ccc(NC(=O)CCNS(=O)(=O)c2ccc3c(c2)oc(=O)n3C)cc1 | -7 | 0.3 | -6 | 0 | 1 | 4 | -3 | -2 | 0.5
O=C(Oc1cccc(NC2=NS(=O)(=O)c3ccccc32)c1)c1ccncc1 | -21 | 0.2 | -1 | -12 | 0 | -4 | -2 | -3 | -0.5
Cc1ccc(NC(=O)CCNS(=O)(=O)c2ccc3c(c2)oc(=O)n3C)c(C)c1 | -12 | -0.5 | -4 | -6 | 1 | 8 | -4 | -2 | 0.1
O=C(Cc1ccccc1F)OCC(=O)N1CCN(C(=O)c2ccco2)CC1 | 7 | -0.2 | 1 | -21 | 2 | 4 | 1 | 3 | 2.0
Oc1cccc(/C=N/N2CCCCC2)c1O | -13 | -0.5 | -6 | -11 | 2 | -16 | -5 | 17 | 0.4
CC1=C(C(=O)Nc2ccccc2Cl)C(c2ccc(N(C)C)cc2)NC(=O)N1 (stereo unspecified) | -5 | -0.1 | -4 | -10 | 7 | -9 | -8 | 19 | -0.8
COCc1nnc(NC(=O)COc2ccc3c(c2)OCO3)s1 | 3 | -0.1 | -3 | 14 | 3 | -5 | -6 | 2 | -1.9

The whole of this part, from the first entry:
SMILES | D1 antagonist | TRHR agonist | D1 PAM | D2 antagonist | D1 ag | RXFP1 antagonist | TRHR PAM | D2 potentiator | D2 agonist
CC1Cc2ccccc2N1C(=O)CN(C)S(=O)(=O)c1cccc2cccnc12 (stereo unspecified) | 16 | 0.3 | nt | -6 | 0 | nt | -1 | -1 | -2.1
Cc1nc2sccn2c(=O)c1S(=O)(=O)NCCc1ccc(Cl)cc1 | 0 | 0.0 | -1 | -74 | 3 | 8 | 1 | 13 | 0.7
COCCCNC(=S)Nc1cc2oc3ccccc3c2cc1OC | -14 | -0.3 | -1 | 1 | 5 | 1 | -1 | -1 | 5.9
CCOC(=O)c1ccc(NC(=O)CCNS(=O)(=O)c2ccc3c(c2)oc(=O)n3C)cc1 | -7 | 0.3 | -6 | 0 | 1 | 4 | -3 | -2 | 0.5
O=C(Oc1cccc(NC2=NS(=O)(=O)c3ccccc32)c1)c1ccncc1 | -21 | 0.2 | -1 | -12 | 0 | -4 | -2 | -3 | -0.5
Cc1ccc(NC(=O)CCNS(=O)(=O)c2ccc3c(c2)oc(=O)n3C)c(C)c1 | -12 | -0.5 | -4 | -6 | 1 | 8 | -4 | -2 | 0.1
O=C(Cc1ccccc1F)OCC(=O)N1CCN(C(=O)c2ccco2)CC1 | 7 | -0.2 | 1 | -21 | 2 | 4 | 1 | 3 | 2.0
Oc1cccc(/C=N/N2CCCCC2)c1O | -13 | -0.5 | -6 | -11 | 2 | -16 | -5 | 17 | 0.4
CC1=C(C(=O)Nc2ccccc2Cl)C(c2ccc(N(C)C)cc2)NC(=O)N1 (stereo unspecified) | -5 | -0.1 | -4 | -10 | 7 | -9 | -8 | 19 | -0.8
COCc1nnc(NC(=O)COc2ccc3c(c2)OCO3)s1 | 3 | -0.1 | -3 | 14 | 3 | -5 | -6 | 2 | -1.9
CCOC(=O)Cc1csc(NC(=O)c2c(-c3c(Cl)cccc3Cl)noc2C)n1 | 10 | 0.0 | -7 | 5 | 4 | 6 | 2 | 11 | -0.2
COc1ccc(S(=O)(=O)NC(C)C(=O)NC2CC2)cc1C (stereo unspecified) | 1 | -0.1 | -3 | -4 | 1 | -4 | 5 | -3 | -0.9
O=C(NC1CCCC1)C(c1cccnc1)N(C(=O)c1csnn1)C1CCCC1 (stereo unspecified) | -12 | 0.3 | -10 | -10 | 1 | 23 | -1 | 2 | 0.2
Cc1ccc(C)c(N2CCN(C(=O)c3ccc(NC(=O)c4nsc5ccccc45)cc3)CC2)c1 | -2 | 0.3 | -3 | nt | 4 | -4 | -2 | -5 | 0.1
COc1ccc(-c2cc([C@H]3[C@@H]4C=CCC[C@@]4(C)C(=O)N3Cc3ccccc3)ccc2F)cc1OC | 17 | -0.3 | 0 | 0 | 4 | nt | 3 | 4 | 0.0
O=C(NC1CCCCCC1)c1ccc(=O)n(Cc2ccccc2)n1 | -24 | -0.1 | -3 | -15 | 4 | -2 | 55* | -6 | -0.2
COc1ccc(S(=O)(=O)n2cnc3ccccc32)cc1OC | 21 | 0.1 | 2 | 10 | 3 | 0 | -4 | 3 | 0.3
O=[N+]([O-])c1ccc(NCCNS(=O)(=O)c2ccccc2)cc1 | -7 | -0.9 | -4 | -1 | 6 | -9 | 14 | 1 | -0.3
O=C(Cn1nc(C(=O)O)c2ccccc2c1=O)NCc1ccco1 | -19 | 0.3 | -4 | -1 | 3 | 14 | 3 | 4 | 2.2
Cc1ccc2nc(SCC(=O)Nc3cccc(S(=O)(=O)NC4=NCCCCC4)c3)[nH]c2c1 | -7 | -0.4 | -1 | nt | 3 | 9 | 2 | nt | nt
NS(=O)(=O)c1ccc(NC(=O)CCn2c(=O)oc3ccccc32)cc1 | 10 | 1.5 | 1 | nt | 2 | nt | 12 | 2 | 0.3
CCN(Cc1nc2cc(Cl)ccc2c(=O)[nH]1)C(=O)c1cc2c(s1)CCCCC2 | 11 | 0.3 | -6 | 3 | 1 | -16 | 8 | 4 | 0.4
O=C(NNc1ccc([N+](=O)[O-])cc1)C1CC2CCCC(C1)C2=O (stereo unspecified) | -9 | -0.7 | -5 | -5 | 0 | 3 | -3 | -9 | 0.4
CCCC(=O)Nc1cc(S(=O)(=O)N2CCCCC2)ccc1N1CCOCC1 | 29 | 0.1 | -2 | -38 | 0 | 13 | 6 | 11 | 0.0
CS(=O)(=O)c1ccc2nc(NC(=O)CN3CCOCC3)sc2c1 | 9 | 0.7 | 5 | 2 | 4 | -36 | -1 | 6 | 2.4
CCOc1cc(CN2CCCC(CO)(Cc3ccc(F)cc3F)C2)ccc1OC (stereo unspecified) | 0 | 0.2 | -6 | 10 | 2 | -3 | 45* | 7 | 1.6
CC(=O)Nc1cccc(CCc2nc3ccccc3[nH]2)c1 | -23 | 0.2 | 1 | -2 | 3 | -3 | 12 | 11 | -1.9
N#Cc1ccccc1S(=O)(=O)N1CCN(C(=O)Cc2coc3cc(O)ccc23)CC1 | -43* | 0.3 | -7 | -12 | 1 | -3 | -1 | 9 | 0.0
Cc1ccc(CCNC(=O)c2nn(C)c3c2CS(=O)(=O)c2ccccc2-3)cc1 | -6 | -1.1 | -4 | 10 | 4 | 2 | -23 | -3 | -0.1
O=C(/C=C\c1ccco1)Nc1cc([N+](=O)[O-])ccc1F | 2 | -0.7 | 2 | -4 | 0 | 1 | -6 | -6 | -0.4
Cc1cc(=O)n2nc(N3CCC(C(=O)NCc4cccc(Br)c4)CC3)sc2n1 | 8 | -1.1 | -1 | 14 | 1 | -14 | -1 | 3 | 0.4
COc1ccc(N(CC(=O)NCc2ccco2)S(=O)(=O)c2ccccc2)cc1 | -2 | -0.8 | -6 | -22 | 1 | -2 | 15 | 3 | 0.9
CCCCn1c(N)c(N(CCOC)C(=O)c2cccc(S(=O)(=O)N(C)c3ccccc3)c2)c(=O)[nH]c1=O | 3 | -0.5 | -1 | nt | 1 | -4 | -3 | nt | nt
Cc1ccc(-n2ncc3c(=O)n(CC(N)=O)cnc32)cc1C | 9 | 0.4 | -1 | -16 | -3 | -6 | 3 | 10 | -0.9
Cc1sc2ncnc(SCC(=O)c3ccc4c(c3)OCCO4)c2c1-c1ccccc1 | 0 | 3.2 | -5 | -13 | 3 | 13 | -2 | 9 | 0.1
CN(C)c1ccc(/C=N/NC(=O)CN2CCCCC2)cc1Br | -2 | 0.4 | 1 | 3 | 1 | -7 | -6 | -9 | 0.1
Cc1cc(N2CCCC(C(=O)Nc3cccc4ccccc34)C2)n2ncnc2n1 (stereo unspecified) | 6 | -0.1 | 5 | 5 | 1 | 11 | 13 | 18 | -0.5
Cc1c(NC(=O)c2cccs2)cccc1NC(=O)c1cccs1 | -12 | 0.4 | -13 | -3 | 0 | -11 | 7 | -15 | 0.5
COC(=O)c1cccnc1-n1c(=O)c2cccnc2n(CC(=O)Nc2ccc(Br)cc2)c1=O | -16 | 0.3 | 8 | -18 | 0 | 1 | 2 | 11 | 1.0
CC1=CC(C)(C)n2c(O)c(N=N)c3cc(C)cc1c32 | -6 | -1.1 | 2 | 19 | 4 | nt | 4 | -4 | -0.7
O=C(CSCc1nc2c(nnn2Cc2ccc(F)cc2)c(=O)[nH]1)Nc1c(Cl)cc(Cl)cc1Cl | -3 | 0.3 | -1 | -5 | 1 | -18 | -1 | 3 | 2.6
CC(C)c1nc2cc(C(=O)N3CCN(c4cnccn4)CC3)ccc2o1 | -14 | -0.4 | -5 | 2 | 2 | -6 | 19 | 4 | 0.3
CSc1nnc(N2C(=O)C(O)=C(C(=O)c3ccco3)C2c2cccc(Cl)c2)s1 (stereo unspecified) | -7 | 16 | 3 | -3 | 15 | 3 | 0 | 7 | 5.3
COc1ccccc1C(=O)COC(=O)C(CCSC)NC(=O)COc1ccccc1 (stereo unspecified) | 9 | 0.0 | -4 | -6 | 4 | 0 | 30* | 15 | -0.1
C#CC(C)(CC)NC(=O)Cn1nnc(-c2ccc(S(C)(=O)=O)cc2)n1 (stereo unspecified) | -13 | 0.8 | -4 | -14 | 8 | -4 | 1 | -2 | 0.8
COc1ccc(C)cc1NC(=O)COC(=O)c1c(C)nn(-c2ccccc2)c1C | -5 | -0.2 | -1 | -17 | 4 | -11 | 6 | 9 | -0.1
Cc1cc(C)c(C(=O)COC(=O)[C@H](C)Nc2ccc(C(F)(F)F)cc2[N+](=O)[O-])c(C)c1 | -17 | 0.3 | -8 | 20 | -2 | -12 | 0 | -3 | -0.2
Cc1cc(COc2ccccc2)oc1C(=O)O | 7 | 0.4 | 1 | 6 | 1 | 18 | -4 | 1 | -1.3
Cc1cccc(Nc2nc(-c3sc(C)nc3C)cs2)c1 | -19 | -1.6 | -13 | -1 | 0 | -19 | -2 | 3 | 0.4
